TTR transcr act: TTR transcription activation, primary screen; SH-SY5Y TTR promoter Gaussia luciferase, luminescence; 100% = recombinant luciferase protein wells; activation, % at 16.7 µM; actives 1.3% (n = 92,000);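 active = activation above the mean of all tested compounds plus 3 SD, cut at about 9.5% in these data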;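 also: cells exposed to compounds for one day before reading; 0% = median of all test compound wells on the plate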
* = called active by the depositor. This is a subset; count on the stated rates, not on these rows.

smiles	TTR transcr act
COc1ccccc1CNC(=O)C1CCN(S(=O)(=O)c2ccc3c(c2)OCCO3)CC1	0.0
O=C(c1cccc(Br)c1)N1CCN(c2ccccn2)CC1	-0.2
COc1ccccc1N1CCN(C(=O)c2cc(-c3ccc(Cl)c(Cl)c3)on2)CC1	-0.4
COc1cc(/C=C/c2cccc[n+]2C)ccc1OCC(=O)Nc1cccc(Cl)c1	4.7
COc1cc(NC(=S)NNC(=O)CC(C)C)c(OC)cc1Cl	1.6
C[C@H](CO)N1C[C@H](C)[C@@H](CN(C)C(=O)CCCN(C)C)OCc2cn(nn2)CCCC1=O	2.0
O=C(NCCc1ccccc1)c1c[nH]c2c(F)cccc2c1=O	0.0
CCOC(=O)C1=C(COC(=O)CCNS(=O)(=O)c2ccc(C)c(C)c2)NC(=O)NC1C (stereo unspecified)	0.1
Cc1ccc(CN2CCCCC(NC(=O)c3ccc(-c4ccccc4)cc3)C2=O)cc1 (stereo unspecified)	-2.2
O=c1[nH]c(CSc2nnc(-c3ccccc3)n2C2CCCCC2)nc2ccccc12	2.8
O=c1[nH]c(CSc2nc(-c3ccccc3)cs2)nc2ccccc12	-1.0
CN(C)CC(=O)Nc1ccc(S(N)(=O)=O)cc1	-2.3
Cc1onc(-c2c(F)cccc2Cl)c1C(=O)NC1=NCCS1	-1.8
O=S1(=O)C[C@@H](N2CCOCC2)[C@H](N2CCOCC2)C1	-0.5
CC(C)CN(C(=O)COC(=O)c1ccccc1SCC(=O)N1CCCC1)C1CCS(=O)(=O)C1 (stereo unspecified)	2.6
COc1cccc(C(=O)CN2C3=NCCCN3c3ccccc32)c1	-2.1
O=C(Nc1ccc(C(O)(C(F)(F)F)C(F)(F)F)cc1)c1ccccc1C(F)(F)F	6.4
COc1ccc(-n2c(=O)c(CCC(=O)N3CCC(C)CC3)nc3ccccc32)cc1	0.3
CCC(C)(C)NC(=O)C(c1cccs1)N(C(=O)c1ccn[nH]1)c1cccc(OC)c1 (stereo unspecified)	-0.7
CN(C(=O)c1cccc(NC(=O)Cc2cccc(NC(=O)C3CCN(C(=O)C4CCCC4)CC3)c2)c1)C1CC1	0.5
NNc1nc2ccc(F)cc2s1	-0.2
COc1ccc(C(=O)N2CCOC2CNC(=O)C(=O)NCc2ccc3c(c2)OCO3)cc1 (stereo unspecified)	-0.9
Cc1cccc(C(=O)NC2CCN(C(=S)NCc3ccco3)CC2)c1	-1.3
O=C(O)CCC(=O)OCCN(Cc1ccc(Oc2ccc([N+](=O)[O-])cc2)cc1)C(=O)C(Cl)Cl	-1.3
Cc1cc(-c2nn(C)c(=O)c3ccccc23)cc(C)c1O	-2.0

Ordered by the number under TTR transcr act (descending): three of the compounds above
smiles	TTR transcr act
COc1ccccc1N1CCN(C(=O)c2cc(-c3ccc(Cl)c(Cl)c3)on2)CC1	-0.4
O=S1(=O)C[C@@H](N2CCOCC2)[C@H](N2CCOCC2)C1	-0.5
CCC(C)(C)NC(=O)C(c1cccs1)N(C(=O)c1ccn[nH]1)c1cccc(OC)c1 (stereo unspecified)	-0.7

Returning to the listing; the 3 compounds before the break are reprinted first.
smiles	TTR transcr act
Cc1cccc(C(=O)NC2CCN(C(=S)NCc3ccco3)CC2)c1	-1.3
O=C(O)CCC(=O)OCCN(Cc1ccc(Oc2ccc([N+](=O)[O-])cc2)cc1)C(=O)C(Cl)Cl	-1.3
Cc1cc(-c2nn(C)c(=O)c3ccccc23)cc(C)c1O	-2.0
NC(=S)N/N=C/c1ccc2c(c1)OCCO2	-0.4
Fc1ccc(C2=CC(c3ccco3)n3nnnc3N2)cc1 (stereo unspecified)	3.1
Cn1c(=O)c2c(-c3ccccc3)n(-c3ccccc3)cc2n(C)c1=O	-1.0
O=C(OCc1nnc(-c2cccs2)o1)c1cccnc1Cl	1.2
COC(=O)CC1C(=O)NCCN1C(=O)c1ccc2oc(C(C)C)nc2c1 (stereo unspecified)	1.2
Cc1cc(OCC(=O)NC2CC(C)(C)NC(C)(C)C2)c2c(C)cc(=O)oc2c1	1.4
Cn1c(CC(=O)Nc2cccc(Cl)c2Cl)nnc1SCC(=O)NC1=NCCS1	0.0
CCOC(=O)CC(Nc1nc(N2CCOCC2)nc(N2CCOCC2)n1)c1ccccc1Cl (stereo unspecified)	2.6
CCCOc1ccc(/C=C/C(=O)NC2CCCCC2)cc1OC	-1.6
O=C(Nc1cccc2ncccc12)c1ccc(OCc2ccccc2)cc1	-3.8
COC(=O)COc1ccc(Cl)cc1C1Nc2ccccc2C(=O)N1c1ccc(OC)cc1 (stereo unspecified)	4.0
Cn1c(=O)c2[nH]c(-c3ccccc3Cl)c(O)c2n(C)c1=O	-0.6
CCn1c2ccccc2c2cc(NC(=O)COC(=O)c3cccc(S(=O)(=O)NC)c3)ccc21	3.4
COc1cc(Cc2ccc(N)c(OC)c2)ccc1N	0.7
COc1ccccc1NC(=O)COc1ccc2ccccc2c1	-0.4
Cc1ccc(Cl)cc1N1CCN(C(=O)c2ccc3nc[nH]c3c2)CC1	-3.5
O=C(NNC(=O)c1ccco1)c1cccc(Br)c1	-0.2
COc1ccc(OC)c(S(=O)(=O)N2CCc3ccccc32)c1	0.4
CNc1nnc(SCC(=O)c2c(N)n(C3CC3)c(=O)[nH]c2=O)s1	2.9
COc1ccc(NC(=O)c2cccnc2C(=O)O)c(OC)c1	-1.1
O=c1c2ccccc2c(-c2ccc(Cl)cc2)nn1-c1ccccc1	-2.4
Cc1ccc(-n2c(O)c(C=Nc3ccc4c(c3)OCO4)c3ccccc3c2=O)cc1C	4.5
CC(=O)Nc1ccc(S(=O)(=O)NNC(=O)COc2ccc(Cl)cc2Cl)cc1	1.8
C(=NCCCN1CCOCC1)c1ccc2c(c1)OCO2	1.4
CSc1nnc(-c2ccc(Br)s2)n1C	2.1
Cc1cc(C(=O)Nc2c(C)n(C)n(-c3ccccc3)c2=O)c(C)o1	0.9
CCO[C@H]1OC(C(=O)N2CCN(Cc3ccc4c(c3)OCO4)CC2)=C[C@@H](C2CC2)[C@@H]1CCCO	-3.8
CCc1nnc(NC(=O)c2cc(-c3ccccc3)nn2-c2ccccc2)s1	0.5
CN(C(=O)COc1coc(CN2CCN(c3ccccc3)CC2)cc1=O)c1ccccc1	2.2
O=[N+]([O-])c1ccc(C2=NN(CCO)C(=Nc3ccc(OC(F)(F)F)cc3)SC2)cc1	-2.2
CNC(=S)NNC(=O)CNc1ccc(C)c(Cl)c1	2.1
CCCCCSc1ncccc1C(=O)O	-0.8
Nc1nc2ccccc2n1/N=C/c1cccnc1	1.4
Cc1noc(C)c1NC(=O)N(C)C[C@H]1Oc2ccc(NC(=O)C3CCCCC3)cc2C(=O)N([C@H](C)CO)C[C@@H]1C	2.2
COc1cc(OC)cc(-c2cc(N3C(=O)Nc4ccccc4N3O)n[nH]2)c1	0.7
O=C(CNS(=O)(=O)c1ccc(Br)s1)NC1CCCc2ccccc21 (stereo unspecified)	2.9
CC(Oc1ccc(F)cc1)C(=O)N(CCC1=CCCCC1)c1c(N)n(Cc2ccccc2)c(=O)[nH]c1=O (stereo unspecified)	0.7
Cc1cc(N2CCOCC2)nc2ccccc12	-2.2
CC1(C(=O)Nc2cccc3cccnc23)CCN1Cc1csc2ccccc12 (stereo unspecified)	0.2
CC1CCCC(C)N1S(=O)(=O)c1ccc(NC(=O)CCn2cnc3ccccc3c2=O)cc1 (stereo unspecified)	-2.9
O=C(NCc1ccc(F)cc1)c1ccncc1	-0.2
COc1ccc(-c2ccnc3nc(-n4cccc4)nn23)cc1	-1.1
Nc1ccc2nc[nH]c2c1	1.9
Cc1ccc(N2CCOCC2)c2c1C(=O)c1ccccc1C2=O	-0.1
O=C(CSc1nc2ccccc2c(=O)n1Cc1ccco1)N1CCCC1	-0.8
CCCS(=O)(=O)N1CCN(Cc2ccccc2OCC)CC1	-1.7
CCCCn1c(C(C)NC(=O)c2cccs2)nc2ccccc21 (stereo unspecified)	-1.1
CCN(Cc1cnn(C)c1)C(=O)CC1C(=O)NCCN1Cc1cccc(OC)c1OC (stereo unspecified)	0.7
O=C(NC1CCCCC1)C(c1ccncc1)N(C(=O)c1csnn1)c1ccccc1 (stereo unspecified)	0.2
O=C(O)CSc1nnc(C2CC2)n1-c1ccccc1	-1.5

Following part
smiles	TTR transcr act
COc1ccc(CNC(=O)CN(CC2CCCO2)C(=O)CNS(=O)(=O)c2ccc(C)cc2)cc1 (stereo unspecified)	1.1
Cc1ccccc1NC(=S)Nc1ccc2[nH]c(=O)[nH]c2c1	-0.9
COc1cccc(-c2sc3ccc(OC)cc3c2C#CC(C)(C)O)c1	2.0
O=C(NCCCN1CCOCC1)c1ccc(CSCc2cccc(Cl)c2)o1	1.7
Cc1cc(C)n(CC(=O)c2ccc(Cl)cc2)n1	1.6
CC(=O)Oc1ccc(C(=O)Nc2ccc3c(c2)OCCO3)cc1	1.6
CC1CC(=O)NN=C1c1cccs1 (stereo unspecified)	-0.1
Cc1cc(C)c(NC(=O)CS(=O)CC(=O)Nc2cccnc2)c(C)c1 (stereo unspecified)	3.5
C/C(CC(=O)NC1CCCCC1)=N\NC(=O)Cc1ccc(-c2ccccc2)cc1	2.4
CC(=O)N1c2ccc(S(=O)(=O)N3CCCCC3)cc2CC1C(=O)NCc1ccccc1C (stereo unspecified)	2.0
COc1ccc(N2CCN(C(=O)COC(=O)c3ccco3)CC2)cc1	2.3
O=C1C=CN(Cc2ccccc2)C(c2ccccc2)C1 (stereo unspecified)	0.0
OCCN1CCOCCOCCN(CCO)CCN(CCO)CC1	2.4
O=C(CCC1CC(=O)Nc2ccccc21)NCc1cccnc1 (stereo unspecified)	-1.4
O=c1ccc2cc(S(=O)(=O)Nc3ccc(Br)cc3)ccc2o1	-1.0
CC(=O)c1ccc(OCC(O)CN2CCN(S(=O)(=O)c3c(C)cc(C)cc3C)CC2)cc1 (stereo unspecified)	2.8
O=C(c1ccc(Oc2ccc([N+](=O)[O-])cc2)cc1)N1CCCCCC1	-2.7
CC(C)(C)NC(=O)c1ccc2nsnc2c1	-1.8
COc1ccc(C2(C(=O)Nc3nncs3)CCCC2)cc1	1.0
Cc1ccccc1OCc1nnc(SCC(=O)NCc2ccco2)n1C	1.9
COC(=O)[C@H](C(C)C)n1c(C)c(C(C)=O)c(C(C)=O)c1C	4.2
CCCCn1c(SCC(=O)NCc2ccco2)nc2ccccc2c1=O	-1.3
CCC(=O)c1c(CC)c2n3c1=CC[C@H]3CC(Br)C=2 (stereo partly specified)	-0.8
O=C(NCCSc1ccccc1)c1ccccc1Cl	-1.3
C(/C=C/c1ccccc1)=N/N1CCN(c2ccccc2)CC1	-3.4

Arranged by count of non-hydrogen atoms (ascending): part of the list above
smiles	TTR transcr act
CC1CC(=O)NN=C1c1cccs1 (stereo unspecified)	-0.1
O=C(NCCSc1ccccc1)c1ccccc1Cl	-1.3
O=C(c1ccc(Oc2ccc([N+](=O)[O-])cc2)cc1)N1CCCCCC1	-2.7

More structures:
smiles	TTR transcr act
O=C(COc1ccccc1C(=O)Nc1ccccc1)c1ccc(Br)cc1	2.1
O=C(NC1CCCCC1)c1cc([N+](=O)[O-])ccc1N1CCOCC1	-0.6
Cc1ccc(/C=N/NC(=O)C(C)Oc2ccccc2[N+](=O)[O-])s1 (stereo unspecified)	2.0
CCOC(=O)N1CCC(NC(=O)C2CCN(c3nc(-c4ccc(OC)cc4)no3)CC2)CC1	0.4
N#Cc1ccc(N2C(=O)[C@@H]3C(C(=O)c4cnccn4)=NN[C@@H]3C2=O)cc1	-1.0
COc1ccccc1CC(=O)c1ccc(OCc2ccccc2)cc1	-1.4
COc1ccc(-n2nnnc2/C=C\Nc2ccc(C)cc2)cc1	-1.8
Cc1ccc(Br)cc1S(=O)(=O)Nc1cccnc1	3.0
Clc1cccc(Nc2ncnc3c2cnn3-c2ccccc2)c1	-2.8
CCOC(=O)c1cc(-c2csc(N/N=C/c3ccccc3Cl)n2)on1	0.4
Cc1ccc(NC(=O)c2cc(NC(=O)CCC(=O)O)ccc2N2CCCCC2)cc1	-0.3
Cc1c(OCC(=O)NCC(O)c2ccccc2)ccc2c3c(c(=O)oc12)CCC3 (stereo unspecified)	-1.9
Cc1ccccc1Cn1cc(C)c(=O)[nH]c1=O	0.5
CCCNC(=O)N1C[C@H](O)COC[C@H]2O[C@@H](CC(=O)N[C@@H]3CCN(Cc4ccccc4)C3)CC[C@@H]21	3.4
C=CC[C@@H](CC(=O)NCCO)C(=O)N[C@@H](C)COC(=O)[C@@H](CC=C)Cc1ccc(F)cc1	21*
CCOc1ccccc1N(CC(=O)NCC1CCCO1)C(=O)CCC(=O)Nc1ccccn1 (stereo unspecified)	1.1
C/C(=N\NC(=O)c1nnn(-c2nonc2N)c1CN1CCOCC1)c1ccc(CC(C)C)cc1	2.5
CC(=O)Nc1cccc(OCCCNC(=O)c2cccc3ccccc23)c1	0.5
CCN(CC)c1ccc(NC(=O)c2ccc(Br)o2)c(C)c1	-2.6
CCCCn1c(N)c(N(CC)C(=O)c2c(C)noc2C)c(=O)[nH]c1=O	1.2
O=C(Nc1cccc(S(=O)(=O)NC2=NCCC2)c1)c1ccc(F)cc1F	-1.2
C=CCn1c(SCC(=O)NCc2ccco2)nnc1-c1ccc2ccccc2n1	-0.7
COc1ccc(-c2cc(C(F)(F)F)n3nc(C(=O)NCc4ccco4)c(Cl)c3n2)cc1	-0.2
COc1ccc(-c2noc(CSc3nnc(Cc4ccccc4)n3-c3cccc(C)c3)n2)cc1OC	-0.8
COc1ccc(Cl)cc1CNCCCSc1ncccn1	0.8
Cc1nc2cc(Cl)c(Cl)cc2n1CCCO	7.5
CCC/C=C/c1ccc(CN2C(C)C(=O)N(Cc3cn(CCOCOC)nn3)CCS2(=O)=O)cc1 (stereo unspecified)	-0.8
